Screens (PubChem BioAssay)
PI5P4Ka inh – PI5P4K alpha (human) kinase inhibition | P48426 | max response, % | PI5P4Kalpha enzyme, ADP-Glo luminescence, 60 min; active compounds read low | 1.2% of 330,000 active | AID 652105; active = max response of -50% or lower; inconclusive = between -30% and -50%; inactive = -30% or higher; also: value at the top dose of about 77 µM; % is scaled to controls: 0 for no effect and ±100 for the full control effect
Target sequence (P48426 whole entry, looked up): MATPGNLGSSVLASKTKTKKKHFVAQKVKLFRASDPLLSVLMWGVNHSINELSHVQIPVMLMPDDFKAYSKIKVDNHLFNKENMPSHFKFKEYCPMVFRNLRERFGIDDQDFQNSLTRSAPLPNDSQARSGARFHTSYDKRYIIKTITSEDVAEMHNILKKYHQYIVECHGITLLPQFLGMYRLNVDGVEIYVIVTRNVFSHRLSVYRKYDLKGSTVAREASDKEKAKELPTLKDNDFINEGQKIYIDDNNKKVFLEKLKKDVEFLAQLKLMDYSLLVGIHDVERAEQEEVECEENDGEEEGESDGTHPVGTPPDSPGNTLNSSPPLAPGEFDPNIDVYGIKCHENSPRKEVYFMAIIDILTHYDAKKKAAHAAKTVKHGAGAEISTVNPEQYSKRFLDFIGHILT
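qHTS, 1536-well: enzyme/substrate mix, compound by pin tool, 5 microM ATP final; RT 60 min; ADP-Glo reagents 1 (45 min) then 2 (30 min); luminescence.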
DRD3 agonist – agonists of human D3 dopamine receptor; P35462; AID 652048; max activation, %; D3R DiscoveRx beta-arrestin cells, luminescence, 90 min; 0.58% of 410,000 active; in the data active = max activation above about 30%; also: 0% is about no effect; mostly tested at two doses, the higher about 12 µM
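Cells at 1500/well, incubated overnight, then treated with pinned compounds (dopamine as control) for 90 min at 37 degrees C. DiscoveRx reagent added for 30 - 60 minutes at room temperature; luminescence read.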
HEK293 tox – cytotoxicity in counter-screen for GLP-1R inverse agonists; 0.13% of 410,000 active; Potency, µM (top dose mostly 38.3 µM), for inactives: top-dose activity change, negative = inhibition, actives largely listed as inhibitors; HEK293 cAMP-luciferase reporter cells, luminescence, 24 h;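 also: loss of luciferase light is scored as toxicity; potency is read from the fitted curve at half-maximal effect; % is scaled to controls: 0 for no effect and ±100 for the full control effect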
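Seeding density was 200 cells/uL; after overnight-length (12 h) culture, 23 nL compounds went on for 24 h at 37 °C. Readout used a luciferase detection reagent, luminescence taken after 12 min at room temperature.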
IL2 activator – activators of IL-2 | IL-2 activation reporter assay, cell-based qHTS; stimulated with anti-CD3/CD4/CD28 beads; in transgenic mouse T cells | activation, % (series mostly up to about 46 µM) | 0.065% of 360,000 active | AID 652025; in the data active = activation above about 50%; inconclusive = mostly about 30% to 49%; also: 0% is about no effect
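EGFP and DsRed fluorescence is measured by plate cytometry in unstimulated transgenic mouse T cells exposed to compound for 60 minutes, then stimulated 18 hours at 37 degrees C with anti-CD3/anti-CD4 beads plus anti-CD28.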
GLP-1R agonist – GLP-1 receptor (human) agonism | HEK293 GLP-1R CRE-luciferase, luminescence, 4-6 h; cells express a hypersensitive GLP-1R form | P43220 | 0.007% of 380,000 active | Potency, µM (doses to about 45.6 µM), for inactives: top-dose activation, hits mostly activators; also: potency is read from the fitted curve at half-maximal effect; % of control where 0% means no effect
D3 antag – antagonists of human D3 dopamine receptor. D3R cells, DiscoveRx beta-arrestin luminescence, antagonist mode; active compounds read low. max response, negative = inhibition, %. P35462. 2.5% of 360,000 active; in the data active = max response below about -50%; inconclusive = no clear call, values can overlap the other calls; also: % is scaled to controls: 0 for no effect and ±100 for the full control effect; mostly tested at two doses, the higher about 12 µM
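Cells plated overnight at 1500 cells/well, then exposed to library compounds with dopamine controls for 90 minutes at 37 degrees C. DiscoveRx reagent added for 30–60 minutes at room temperature; luminescence read, quantitative HTS format.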
GLP1R inv ag – acts as inverse agonist at human GLP-1 receptor; P43220; HEK293 GLP-1R CRE-luciferase, luminescence, 24 h; GLP-1R form is constitutively active; Potency, µM (doses to about 38.3 µM), without a hit: at the top dose activity change, negative = inhibition, hits mostly inhibitors; 1.6% of 410,000 active; also: potency is read from the fitted curve at half-maximal effect; % is scaled to controls: 0 for no effect and ±100 for the full control effect; nearly all actives have a fitted effect of over 55% in size
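Cells are plated, allowed 12 hours at 37 deg C, then treated with compounds for 24 hr before luciferase detection reagent is added and luminescence is read after 12 min at room temperature. The HEK293 line carries constitutively active GLP-1R with a cAMP-responsive reporter.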
PLK1 PBD inh – PLK1 (human) polo-box domain binding inhibition. Potency, µM, for inactives: max response, negative = inhibition, usual class: inhibitors. Plk1 PBD binding of FITC phosphopeptide, fluorescence polarization. P53350. 2.8% of 360,000 active; also: potency is read from the fitted curve at half-maximal effect; series mostly up to about 57 µM; % is scaled to controls: 0 for no effect and ±100 for the full control effect; nearly all actives have a fitted effect of over 65% in size
Target sequence (P53350 whole entry, looked up, the tested form may be a part): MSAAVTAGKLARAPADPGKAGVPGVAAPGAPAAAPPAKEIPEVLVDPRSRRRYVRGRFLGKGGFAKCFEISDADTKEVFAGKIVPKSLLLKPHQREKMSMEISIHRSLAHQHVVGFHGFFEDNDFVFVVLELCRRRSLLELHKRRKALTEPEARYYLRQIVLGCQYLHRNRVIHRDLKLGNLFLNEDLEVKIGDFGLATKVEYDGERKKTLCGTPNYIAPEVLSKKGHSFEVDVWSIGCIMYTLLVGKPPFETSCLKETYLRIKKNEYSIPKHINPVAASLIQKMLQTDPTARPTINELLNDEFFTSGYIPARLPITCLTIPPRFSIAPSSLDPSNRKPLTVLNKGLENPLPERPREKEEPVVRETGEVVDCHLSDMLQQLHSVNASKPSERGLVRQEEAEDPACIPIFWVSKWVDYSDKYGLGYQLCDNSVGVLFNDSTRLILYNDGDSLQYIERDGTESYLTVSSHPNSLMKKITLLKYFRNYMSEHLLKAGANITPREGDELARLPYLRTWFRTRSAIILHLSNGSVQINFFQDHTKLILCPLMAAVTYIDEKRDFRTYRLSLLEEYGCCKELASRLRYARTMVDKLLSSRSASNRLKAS
WRN inhibitor – blocks human WRN helicase; Potency, µM (titrated, usually from 114 µM), inactives show at the highest dose activity change, negative = inhibition, usual class: inhibitors; WRN helicase unwinding, fluorescent forked duplex, kinetic; 0.46% of 360,000 active; Q14191; also: potency is read from the fitted curve at half-maximal effect; % is scaled to controls: 0 for no effect and ±100 for the full control effect; nearly all actives have a fitted effect of over 55% in size
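Fluorescence dequenching readout, ex 525 nm/em 598 nm, kinetic mode: forked duplex DNA (100 nM final) with adjacent fluorophore and quencher unwound by WRN (20 nM final) with 2 mM ATP. Compound preincubation 15 min, room temperature.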
Numbers without * were called inactive; ? = inconclusive; / = no result given; [ ] = remark or other dose. Unless noted, calls follow the shape of the dose curve; as a rule, active = well fitted curve in the direction sought with a large enough effect; inconclusive = small, poorly fitted or top-dose-only effect, or another doubt; inactive = no such curve, though single readings can be large; an effect the other way counts as inactive or inconclusive.

SMILES	PI5P4Ka inh	DRD3 agonist	HEK293 tox	IL2 activator	GLP-1R agonist	D3 antag	GLP1R inv ag	PLK1 PBD inh	WRN inhibitor
CSc1nc(C)cc(OCCNS(=O)(=O)c2ccc(C)cc2)n1	/	-7	7%	-0.7	18%	13	42%[activator]	-4%	-3%
O=[N+]([O-])c1cccc(NC2=NCCC2)c1	-6	0	2%	0.1	3%	-14	0%	-21%	-30%[57.1 µM]
CC(O)(c1cccc(F)c1)c1nc(-c2cccc3cccnc23)cs1 (stereo not drawn)	17	3	7%	-0.2	15%	-5	?	3%	-1%
CCN(CC)c1nc(C)nc2c1sc(=S)n2C	1	18	17%	-2.4	8%	11	8%	-3%	1%
CCOC(=O)[C@H]1O[C@@H]1C(=O)N[C@@H](CC(C)C)C(=O)NCCC(C)C	4	17	?	0.6	7%	-4	4%	-23%	-2%
CC1CCCCC1NC(=O)CN1CCC(O)(c2ccc(F)cc2)CC1 (stereo not drawn)	/	-5	-13%	1.0	-1%	4	12%	-7%	-1%
O=C(O)c1nn(CCOc2ccc(Br)cc2)c(=O)c2ccccc12	-1	12	9%	0.4	?	7	59%[activator]	-1%	-3%
O=C(c1ccc2snnc2c1)N1CCN(c2ccccc2)CC1	-1	1	6%	1.2	-1%	11	10%	-29%	-14%
CCCCCCCC1(C)NC(=O)NC1=O (stereo not drawn)	0	3	22%	-1.4	9%	0	18%	-10%	-7%
O=C(NCCCCCCNC(=O)c1ccc(Br)s1)c1ccc(Br)s1	/	-25	-16%	2.3	-5%	?	0%	-4%	3%
CC1(C)Cc2nc(NCCN3CCOCC3)c(C#N)cc2CO1	2	10	1%	-1.9	4%	-17	38%[activator]	-3%	-1%
Cc1cc(NC(=O)CSCCc2ccncc2)no1	7	0	-2%	-1.0	-5%	3	6%	0%	-3%
Cc1ccc(S(=O)(=O)N(CC(=O)N=Nc2c(O)[nH]c3ccccc23)c2ccc(C)c(C)c2)cc1	5	-9	-7%	-0.6	-1%	-22	-29%	-14%	-31%
O=C(NC12CC3CC(CC(C3)C1)C2)c1cc([N+](=O)[O-])ccc1N1CCOCC1	-1	-5	-6%	-1.5	11%	2	1%	-14%	-9%
COc1ccc(OC)c(NC(=O)/C=C/c2ccccc2[N+](=O)[O-])c1	2	4	-17%	2.5	18%	2	-15%	3%	-14%[57.1 µM]
COc1ccc(C2=NN(C(=O)c3ccco3)C(c3cc4ccccc4nc3Cl)C2)cc1 (stereo not drawn)	0	1	-7%	-0.6	3%	20	10%	-8%	-2%
CC1CCCC(C)N1C(=O)CSc1nc2c(c(=O)n(C)c(=O)n2C)n1C (stereo not drawn)	2	-9	-7%	-4.5	1%	-1	21%	-6%	-21%
Cc1ccc(S(=O)(=O)NCC(=O)OCc2nnc(-c3ccccc3)o2)cc1C	-25	-4	58%	-0.2	0%	?	7%	-5%	-13%
O=C(Nc1ccc(F)cc1F)N1CCCCCC1	-6	-7	-3%	-1.9	-2%	-25	2%	-10%	7%
CCN(CC)CC#CCC(O)(c1ccccc1)C1CCCC1 (stereo not drawn)	/	-10	?	-1.7	1%	-7	?	-3%	-16%
CCn1ncc(NC(=S)NCCc2ccc(OC)c(OC)c2)c1C(N)=O	6	-5	-17%	0.2	5%	5	-1%	1%	8%
COC(=O)c1sccc1NC(=O)c1cccc(OC)c1	-12	3	-10%	-1.1	20%	11	3%	19µM*	8%
O=C(Nc1ccc([N+](=O)[O-])cc1)c1ccccc1F	9	-11	9%	-1.9	-3%	?	7%	?	-4%
COc1cc(OC)cc(C(=O)NNC(=O)CCC(=O)c2cccs2)c1	-13	1	7%	1.5	-7%	-14	1%	-14%	-24%
Cc1cc([N+](=O)[O-])nn1CC(=O)Nc1c(C)n(C)n(-c2ccccc2)c1=O	1	5	6%[0.307 µM]	0.6	1%	16	1%[0.307 µM]	-6%	-4%
CSCCC(NC(=O)c1ccco1)c1nc2ccccc2[nH]1 (stereo not drawn)	4	4	0%	0.4	4%	-22	6%	-7%	2%[11.6 µM]
O=C(COC(=O)c1nc(Cl)ccc1Cl)Nc1ccc2[nH]c(=O)[nH]c2c1	-14	-1	-12%	-0.3	5%	20	8%	-13%	-17%
COc1cc2c(cc1OC)CN(C(=O)/C=C/c1ccc(F)cc1)CC2	2	1	-8%	0.8	27%	9	16%	-2%	1%
COc1cccc(C2CC(c3cccc(C)c3)n3ncnc3N2)c1 (stereo not drawn)	0	0	-6%	-2.9	-3%	-10	-16%	-11%	-4%
CC(C)CNC(=O)CN1c2cccc3cccc(c23)S1(=O)=O	3	2	-7%	-0.3	17%	12	1%	-2%	8%

A run of entries taken from the entries so far, for reference:
SMILES	PI5P4Ka inh	DRD3 agonist	HEK293 tox	IL2 activator	GLP-1R agonist	D3 antag	GLP1R inv ag	PLK1 PBD inh	WRN inhibitor
O=C(COC(=O)c1nc(Cl)ccc1Cl)Nc1ccc2[nH]c(=O)[nH]c2c1	-14	-1	-12%	-0.3	5%	20	8%	-13%	-17%
COc1cc2c(cc1OC)CN(C(=O)/C=C/c1ccc(F)cc1)CC2	2	1	-8%	0.8	27%	9	16%	-2%	1%
COc1cccc(C2CC(c3cccc(C)c3)n3ncnc3N2)c1 (stereo not drawn)	0	0	-6%	-2.9	-3%	-10	-16%	-11%	-4%
CC(C)CNC(=O)CN1c2cccc3cccc(c23)S1(=O)=O	3	2	-7%	-0.3	17%	12	1%	-2%	8%

(next part)
SMILES	PI5P4Ka inh	DRD3 agonist	HEK293 tox	IL2 activator	GLP-1R agonist	D3 antag	GLP1R inv ag	PLK1 PBD inh	WRN inhibitor
CC(=O)N1CCN(C(=S)Nc2cc(S(=O)(=O)N3CCOCC3)ccc2Cl)CC1	1	2	-17%	1.1	8%	13	-2%	-16%	6%
CCOC(=O)N1CCC(N2CCN(CCC(C)C)C(CCO)C2)CC1 (stereo not drawn)	0	-5	-1%	1.0	-6%	0	-7%	-6%	5%
COc1ccc(NC(=O)CN(C)C(=O)c2n[nH]c3ccccc23)cc1	1	4	1%	1.4	18%	17	12%	-2%	-4%
O=C(CCCc1ccccn1)c1cccc2ccccc12	-10	-11	12%	-0.4	-3%	11	?	-11%	-28%
O=C(OCC(=O)N1CCN(c2ccccc2)CC1)c1cc(Cl)ccc1[N+](=O)[O-]	-12	-14	8%	-5.5	-2%	?	-1%	-3%	-19%
CSc1nnc(C)c(=O)[nH]1	/	8	13%	0.2	-10%	-21	55%[activator]	6%	7%
CCc1ccc(NC(=O)CC2C(=O)NCCN2C(=S)Nc2ccccc2)cc1 (stereo not drawn)	-1	1	-12%	-1.4	9%	-2	?	-10%	1%
Cc1ccc(C(=O)Nc2ccc(N3CCCC3)cc2)c(C)c1	-16	4	-5%	-0.2	8%	-18	-13%	-2%	11%
O=C1OC(Nc2cc(Br)cc3cccnc23)c2ccccc21 (stereo not drawn)	-7	-16	4%	1.2	-13%	-20	2%	-14%	3%
CC1(C(=O)Nc2cnc3ccccc3c2)CCN1Cc1cc2ccccc2o1 (stereo not drawn)	10	3	-13%	-0.6	1%	38	?	4%	-4%
Cc1cc(NC(=O)c2cc3cccc([N+](=O)[O-])c3[nH]2)ccc1F	-14	-14	-24%	0.5	9%	-5	?	-6%	-14%
COc1cccc(C(=O)Nc2nc(-c3ccc(S(=O)(=O)N4CCOCC4)cc3)cs2)c1	-3	0	-15%	-2.2	-34%	51	?	-12%	-3%
CCOc1ccc(S(=O)(=O)Nc2ccc(C(=O)N(CC)CC(=O)NCc3cccs3)cc2)cc1	2	3	3%	-0.9	-2%	14	8%	2%	6%
CCCC(=O)OCC(=O)Nc1ccccc1Sc1ccccc1	-5	-3	-10%	-2.4	-1%	-12	2%	6%	2%
Cc1cccc(NC(=O)Cn2nc([N+](=O)[O-])c(Br)c2C)n1	9	9	11%	-0.2	5%	10	-29%	-8%	6%
CC(=O)c1ccc(N2CCN(S(=O)(=O)c3cccc4nsnc34)CC2)cc1	-23	3	15%	-3.2	7%	7	8%	27µM*	3%
O=C(NCc1cccnc1)C1CC(c2ccccc2O)=NO1 (stereo not drawn)	5	-4	?	-0.4	1%	0	?	-8%	-25%
C=CCn1c(SCC(=O)NCCCO)nc2sc3c(c2c1=O)CCC3	1	3	3%	-0.2	16%	14	12%	-19%	5%
COCC(=O)Nc1nc(-c2ccc(C)cc2)c(C)s1	2	8	-15%	-0.1	6%	14	-10%	0%	-2%
O=C(NC1CCCC1)C(c1ccsc1)N(C(=O)Cc1cccs1)c1ccc(F)cc1 (stereo not drawn)	/	9	5%	1.7	4%	?	17%	-1%	-6%
c1cc(-c2nnc3n2CCC3)[nH]n1	/	4	10%	-0.1	2%	6	7%	-13%	-9%
CC1CCN(C(=O)c2cc(Cl)nc3ccccc23)CC1	-4	2	-14%	-0.4	-1%	4	-2%	1%	-17%
CC(C)c1ccc(/C=C/C(=O)NCc2ccc(S(N)(=O)=O)cc2)cc1	-10	-5	9%	1.6	14%	-9	-5%	-3%	8%
Cc1cccc(-c2noc(-c3cc4ccccc4oc3=O)n2)c1	4	-6	9%	0.2	0%	-13	19%	-3%	-2%
Cn1nnnc1SCC(=O)N1CCCc2ccccc21	9	4	0%	-0.6	-10%	4	-3%	-2%	8%
CC(C)(Oc1ccc(Cl)cc1)C(=O)NCc1ccco1	-28	1	0%	-0.6	0%	-8	?	-21%	-14%
O=C(c1cc(Cl)c(=O)n(Cc2ccccc2)c1)N1CCOCC1	/	26	2%	-2.6	-11%	33	0%	0%	0%
Cc1cc(C(=O)CSc2nc3ccccc3c(=O)[nH]2)c(C)n1C	-12	4	-25%	2.0	0%	-18	3%	-10%	-17%
COc1cc(C)c(C2NC(=O)c3ccccc3N2)cc1C (stereo not drawn)	-5	-2	-36%	-0.5	-4%	27	-29%	-3%	5%
COCCn1c(SCCCc2ccccc2)nc2c1c(=O)[nH]c(=O)n2C	-3	1	-6%	0.1	18%	34	54%[activator]	?	-20%
CCc1ccc(-c2nc(CN3CCC(C(=O)NCCN(CC)c4ccccc4)CC3)c(C)o2)cc1	1	-2	-18%	0.3	-1%	9	?	7%	0%
